TNAP inh hiacc = TNAP (human) inhibition, high acceptor; purified TNAP, CDP-star luminescence, 1 M DEA; inhibition, % at 20 µM; actives 0.03% (n = 200,000); AID 1135;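 active = over 50% inhibition of tissue-nonspecific alkaline phosphatase at 20 µM in the single-dose screen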;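 note: plate controls were DMSO wells for no effect and EDTA-quenched wells as full inhibition for full effect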
Target sequence (P05186 whole entry, looked up): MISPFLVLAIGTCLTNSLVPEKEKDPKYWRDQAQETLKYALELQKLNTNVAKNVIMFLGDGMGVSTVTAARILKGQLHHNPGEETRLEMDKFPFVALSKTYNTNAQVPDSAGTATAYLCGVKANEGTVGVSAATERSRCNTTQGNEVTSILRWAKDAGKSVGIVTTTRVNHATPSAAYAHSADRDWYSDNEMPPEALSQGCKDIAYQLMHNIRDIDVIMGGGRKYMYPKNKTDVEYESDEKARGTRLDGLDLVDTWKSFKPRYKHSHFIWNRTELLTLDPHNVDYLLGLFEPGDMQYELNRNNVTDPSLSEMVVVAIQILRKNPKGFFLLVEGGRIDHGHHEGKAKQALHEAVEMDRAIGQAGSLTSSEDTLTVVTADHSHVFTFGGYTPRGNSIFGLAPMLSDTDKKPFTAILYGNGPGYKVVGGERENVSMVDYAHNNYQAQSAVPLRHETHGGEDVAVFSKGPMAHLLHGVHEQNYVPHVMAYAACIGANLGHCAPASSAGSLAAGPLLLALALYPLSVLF
PMI act = activators of human phosphomannose isomerase | actives 0.005% (n = 190,000) | purified human PMI, coupled resazurin fluorescence, 20 min; stronger effect = higher value; 1 = vehicle control, 0 substrate-free wells | P34949 | activation factor at 20 µM;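 active = activation factor of 2 or more at 20 µM, relative to plate controls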
G6PDH CS = L. mesenteroides G6PDH inhibition counter-screen; Purified L. mesenteroides G6PDH, diaphorase/resazurin coupled fluorescence, 45 min; inhibition, % at 5 µM; actives 0.12% (n = 200,000); in the data active = inhibition above about 50%
Diaphorase inh = inhibits diaphorase or chemically oxidizes, flagging diaphorase assay artifacts; diaphorase resazurin-to-resorufin fluorescence, NADH, 16 min; bacterial (C. kluyveri) enzyme, not human; inhibition, % at 20 µM; actives 0.69% (n = 190,000);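 active = primary screen inhibition at 20 µM above a set limit, cut at about 50% in these data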;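 note: plate controls were DMSO with full reaction for no effect and wells lacking NADH for full effect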
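material = Clostridium kluyveri diaphorase enzyme | amount = 0.14 U/mL diaphorase, enzyme working solution | schedule = incubation 16 min, room temperature | detection = fluorescence of resorufin formed from resazurin, Ex 544/Em 590 nm | benchmarks = positive control minus NADH, DMSO neutral control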
TNAP inh no acc = blocks human TNAP activity with no phosphate acceptor present | P05186 | purified TNAP, CDP-star luminescence, 30 min | inhibition, % at 20 µM | actives 0.26% (n = 200,000) | AID 1012;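 active = tissue-nonspecific alkaline phosphatase inhibition above about 50% at 20 µM in the single-dose screen, limit read from the data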;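 note: 0% = DMSO negative control and 100% = EDTA positive control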
HMGR II inh = blocks class II HMG-CoA reductase of Enterococcus faecalis; actives 0.41% (n = 190,000); inhibition, % at 10 µM; purified E. faecalis HMGR, NADPH absorbance 340 nm kinetic;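 active = inhibition above a set limit, the median over all tested compounds plus 3 SD, cut at about 9.5% in these data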;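 note: enzyme runs in reverse so mevalonate oxidation gives rising NADPH absorbance; 0% = complete reaction with DMSO and 100% = background rate lacking mevalonate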
TNAP act hiacc = activators of human TNAP at high phosphate acceptor concentration. purified TNAP, CDP-star luminescence, 1 M DEA, 30 min; stronger effect = higher value; 0 = EDTA background, 1 = DMSO-only activity. 200,000 tested, under 10 active. AID 1136. P05186. activation factor at 20 µM;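 active = activation factor at least 2 at 20 µM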
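Test system – human TNAP · Doses – 20 µM single point · Incubation – 30 min, room temperature · Signal – luminescent substrate turnover signal · Read-out basis – activation factor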
FLuc stim CS = firefly luciferase counter-screen for stimulation assays. activation factor at 10 µM. AID 1027. ATPlite luciferase biochemical, luminescence, 10 min; 0 = ATP-free wells, 1 = DMSO control. 200,000 tested, under 10 active;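 active = luciferase activation factor, scaled between plate controls, of at least 2 with compound at 10 µM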
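System: luciferase plus luciferin reagent, cell-free; medium: PBS as buffer for the ATP substrate; dosing: test compounds dosed from 2 mM stocks in 100% DMSO; timing: 10 min post-reagent at room temperature; measured by: luminescence measurement of luciferase light output; evaluation: luciferase activation, seen as luminescence increase over controls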
Diaphorase act = counter-screen for diaphorase-based assays: diaphorase activators and chemical reducers. Diaphorase/resazurin coupled assay, resorufin fluorescence, 16 min; stronger effect = higher value; 1 = vehicle wells, 0 = NADH-free wells. activation factor at 20 µM. actives 0.005% (n = 190,000);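 active = diaphorase activity raised at least twofold by the compound at 20 µM; inactive = activation factor below 2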
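Test system: Clostridium kluyveri diaphorase, purified enzyme. Buffer or medium: 50 mM HEPES pH 7.4 buffer plus MgCl2 and Tween 20. Also added: 0.114 mM NADH and 0.1 mM resazurin, final amounts. Dosing: compound 20 µM once, DMSO 1%. Schedule: 16 min enzyme reaction, ambient temperature. Detection: fluorescence of resorufin, 544 nm excitation, 590 nm emission.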
PMI act satM6P = PMI (human) activation, high substrate; activation factor at 20 µM; coupled PMI enzyme assay, resazurin fluorescence, 20 min; stronger effect = higher value; 1 = untreated enzyme, 0 = substrate-free blank; P34949; actives 0.34% (n = 190,000); AID 1216;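 active = activation factor of 2 or more at 20 µM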
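Test system: human phosphomannose isomerase with PGI, G6PDH, diaphorase coupling enzymes / Doses: 20 µM compound, 1% DMSO / Times: enzyme reaction with compound 20 min at room temperature / Measured by: Diaphorase-driven resazurin-to-resorufin fluorescence, excitation 544, emission 590 nm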
* = called active by the depositor.

#1 O=C(/C=C\c1ccco1)Nc1cc([N+](=O)[O-])ccc1F
#2 O=c1[nH]nc(Cc2ccc(-c3cccc(Cl)c3)o2)c2ccccc12
#3 Cc1cc(C)nc(SCC(=O)NNC(=O)c2ccccc2C)n1
#4 Cc1nc2ccc(S(=O)(=O)NC(CC(C)C)C(=O)O)cc2s1 (configuration not stated)
#5 CCOc1ccc(NC(=O)CSCc2cnn(-c3ccccc3)c2-n2cccc2)cc1
#6 Cc1ccc(C(=O)NNC(=O)CSc2nnc3c(n2)[nH]c2ccc(F)cc23)cc1
#7 Cc1ccc(Cn2c(-n3nc(C)cc3C)nc3c2c(=O)[nH]c(=O)n3C)cc1
#8 CC(=O)N(/N=C/c1cccc(C)c1)c1nc(-c2ccc(Br)cc2)cs1
assay / entry | 1 | 2 | 3 | 4 | 5 | 6 | 7 | 8
TNAP inh hiacc | 4 | -2 | 0 | -3 | -10 | -2 | -5 | -2
PMI act | 0.8 | 1.1 | 1.1 | 1 | 0.8 | 1 | 1 | 0.9
G6PDH CS | 7 | -23 | 11 | 3 | -4 | 12 | 0 | 12
Diaphorase inh | 10 | 10 | 6 | -6 | 35 | -6 | 13 | 8
TNAP inh no acc | -13 | -1 | -10 | -7 | -11 | -139 | -4 | -6
HMGR II inh | -1 | -2 | -5 | 1 | 3 | -9 | -1 | -7
TNAP act hiacc | 1 | 1 | 1 | 1 | 1.1 | 1 | 1 | 1
FLuc stim CS | 1 | 1.1 | 1.1 | 1 | 1 | 1.1 | 1 | 1
Diaphorase act | 0.9 | 0.9 | 0.9 | 1.1 | 0.6 | 1.1 | 0.9 | 0.9
PMI act satM6P | 0.8 | 1.2 | 1 | 1 | 0.8 | 1 | 1 | 0.9

#9 Cc1ccccc1C1=N/C(=C/c2cccnc2)C(=O)O1
#10 C[C@]12CC[C@@H]3c4ccc(OC(=O)c5ccccc5)cc4CC[C@H]3[C@@H]1CC[C@@H]2O
#11 CCc1ccc(Nc2cnn(-c3nc4ccccc4s3)c(=O)c2Cl)cc1
#12 COc1ccc(C(=O)CCC(=O)O)cc1
#13 Fc1ccccc1OCCSc1nc2ccccc2o1
#14 O=c1cc(-c2ccccc2)nc2nc(COc3ccccc3)[nH]n12
#15 COc1ccccc1/C=C(/C(=O)NCCCn1ccnc1)c1ccccc1
#16 C/C(=N/NC(=O)c1cc(-c2ccc(Br)s2)[nH]n1)c1ccco1
assay / entry | 9 | 10 | 11 | 12 | 13 | 14 | 15 | 16
TNAP inh hiacc | 3 | -8 | 2 | -8 | -7 | 1 | 1 | 0
PMI act | 1 | 0.8 | 0.8 | 1 | 0.9 | 1 | 1 | 0.9
G6PDH CS | 5 | 23 | 15 | 11 | 4 | -8 | 1 | 0
Diaphorase inh | 8 | 25 | 17 | -5 | 10 | 14 | -2 | 17
TNAP inh no acc | -6 | -8 | -11 | -11 | -7 | 6 | 0 | -59
HMGR II inh | 2 | -5 | 2 | 0 | -4 | 2 | -3 | 0
TNAP act hiacc | 1 | 1.1 | 1 | 1.1 | 1.1 | 1 | 1 | 1
FLuc stim CS | 0.7 | 1 | 1 | 1 | 1 | 1 | 1 | 0.9
Diaphorase act | 0.9 | 0.7 | 0.8 | 1 | 0.9 | 0.9 | 1 | 0.8
PMI act satM6P | 1 | 0.8 | 0.9 | 1.1 | 1 | 1 | 1 | 0.9

Two of these compounds, set out differently:
Order of values – TNAP inh hiacc | PMI act | G6PDH CS | Diaphorase inh | TNAP inh no acc | HMGR II inh | TNAP act hiacc | FLuc stim CS | Diaphorase act | PMI act satM6P
14	O=c1cc(-c2ccccc2)nc2nc(COc3ccccc3)[nH]n12
  1 | 1 | -8 | 14 | 6 | 2 | 1 | 1 | 0.9 | 1
15	COc1ccccc1/C=C(/C(=O)NCCCn1ccnc1)c1ccccc1
  1 | 1 | 1 | -2 | 0 | -3 | 1 | 1 | 1 | 1

Next results
#17 O=C(O)CCC1=C2c3ccccc3CCN2C(=O)CC1
#18 Cn1ncc(Cl)c1C(=O)N1CCN(C(=O)c2ccco2)CC1
#19 CN1CCN(NC(=S)NC2CCCC2)CC1
#20 Cc1ccc2nc(NC(=O)CSCc3ccccc3)sc2c1
#21 COc1cccc(OC)c1CNC(=O)CCSCc1ccccc1F
#22 CN(C)Cc1ccccc1COc1ccccc1
#23 NS(=O)(=O)c1ccc(N/N=C/c2cn(-c3ccccc3)nc2-c2cccs2)c([N+](=O)[O-])c1
#24 COc1ccc(CNC2CCCC2)c(OC)c1OC
assay / entry | 17 | 18 | 19 | 20 | 21 | 22 | 23 | 24
TNAP inh hiacc | -1 | -2 | 0 | 7 | -5 | -2 | 23 | 1
PMI act | 1 | 1 | 0.9 | 1.1 | 1 | 0.9 | 0.9 | 1
G6PDH CS | 4 | 2 | 1 | 11 | 9 | 9 | 7 | 0
Diaphorase inh | 10 | 3 | 16 | 8 | 21 | 8 | 0 | -7
TNAP inh no acc | -10 | -6 | -24 | 4 | -14 | -16 | 14 | -4
HMGR II inh | -2 | 4 | -1 | -7 | 2 | -1 | -5 | 1
TNAP act hiacc | 1 | 1 | 1 | 0.9 | 1 | 1 | 0.8 | 1
FLuc stim CS | 1.1 | 1 | 1 | 1.1 | 1 | 1 | 1 | 1
Diaphorase act | 0.9 | 1 | 0.8 | 0.9 | 0.8 | 0.9 | 1 | 1.1
PMI act satM6P | 1.2 | 0.9 | 0.9 | 1 | 1 | 1 | 0.9 | 1

11 of the compounds above, with bars between the fields:
nr | Compound | TNAP inh hiacc | PMI act | G6PDH CS | Diaphorase inh | TNAP inh no acc | HMGR II inh | TNAP act hiacc | FLuc stim CS | Diaphorase act | PMI act satM6P
11 | CCc1ccc(Nc2cnn(-c3nc4ccccc4s3)c(=O)c2Cl)cc1 | 2 | 0.8 | 15 | 17 | -11 | 2 | 1 | 1 | 0.8 | 0.9
12 | COc1ccc(C(=O)CCC(=O)O)cc1 | -8 | 1 | 11 | -5 | -11 | 0 | 1.1 | 1 | 1 | 1.1
13 | Fc1ccccc1OCCSc1nc2ccccc2o1 | -7 | 0.9 | 4 | 10 | -7 | -4 | 1.1 | 1 | 0.9 | 1
14 | O=c1cc(-c2ccccc2)nc2nc(COc3ccccc3)[nH]n12 | 1 | 1 | -8 | 14 | 6 | 2 | 1 | 1 | 0.9 | 1
15 | COc1ccccc1/C=C(/C(=O)NCCCn1ccnc1)c1ccccc1 | 1 | 1 | 1 | -2 | 0 | -3 | 1 | 1 | 1 | 1
16 | C/C(=N/NC(=O)c1cc(-c2ccc(Br)s2)[nH]n1)c1ccco1 | 0 | 0.9 | 0 | 17 | -59 | 0 | 1 | 0.9 | 0.8 | 0.9
17 | O=C(O)CCC1=C2c3ccccc3CCN2C(=O)CC1 | -1 | 1 | 4 | 10 | -10 | -2 | 1 | 1.1 | 0.9 | 1.2
18 | Cn1ncc(Cl)c1C(=O)N1CCN(C(=O)c2ccco2)CC1 | -2 | 1 | 2 | 3 | -6 | 4 | 1 | 1 | 1 | 0.9
19 | CN1CCN(NC(=S)NC2CCCC2)CC1 | 0 | 0.9 | 1 | 16 | -24 | -1 | 1 | 1 | 0.8 | 0.9
20 | Cc1ccc2nc(NC(=O)CSCc3ccccc3)sc2c1 | 7 | 1.1 | 11 | 8 | 4 | -7 | 0.9 | 1.1 | 0.9 | 1
21 | COc1cccc(OC)c1CNC(=O)CCSCc1ccccc1F | -5 | 1 | 9 | 21 | -14 | 2 | 1 | 1 | 0.8 | 1
